a7 integrin act = activators of alpha7 integrin expression for muscular dystrophy; Potency, µM (top dose mostly 38.3 µM), for inactives: at the highest dose activation, usual class: activators; alpha7betagal myoblasts, beta-gal FDG fluorescence, 48 h; 0.064% of 350,000 active;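 also: potency is read from the fitted curve at half-maximal effect; 100% = response of the positive control SU9516; nearly all actives have a fitted effect of over 60% in size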
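alpha7betagal+/- myoblasts (passage 13, 250/well) treated 48 h at 37C with compounds at 1:260 dilution of DMSO stock. Lysed, then beta-galactosidase activity read as FDG fluorescence (ex 480/em 540) after 30 min, with pre-read for autofluorescence.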
Menin MLL FP TR = inhibitors of human menin-MLL interaction, mutant MLL peptide. O00255. Menin + Texas Red MLL mutant peptide, fluorescence polarization. Potency, µM (doses to about 61.6 µM), for the others: at the highest dose FP activity change, negative = inhibition, actives largely listed as inhibitors. 0.23% of 270,000 active; active = well fitted inhibition curve with a large enough effect in the polarisation, with a control signal flat, not every such curve was filed as active; inconclusive = small, poorly fitted or top-dose-only effect, or effect the other way, or a change in a side signal; inactive = no such curve, though single readings can be large or run the other way; the % refers to the polarisation; also: potency is read from the fitted curve at half-maximal effect; % of control where 0% means no effect; many of its hits are not listed in these tables
PTAP TSG101 blk = blocks PTAP/TSG101 interaction to inhibit HIV-1 budding | Fluorescence polarization, FITC-PTAP peptide / Tsg101 binding | Potency, µM (top dose mostly 115 µM), for the others: top-dose activity change, negative = inhibition, hits mostly inhibitors | 340,000 tested, under 10 active; active = well fitted inhibition curve with a large enough effect in the main read-out, with a control signal flat, not every such curve was filed as active; inconclusive = small, poorly fitted or top-dose-only effect, or effect the other way, or a change in a side signal; inactive = no such curve, though single readings can be large or run the other way; also: potency is read from the fitted curve at half-maximal effect; % of control where 0% means no effect
Target sequence (Q99816 whole entry, looked up): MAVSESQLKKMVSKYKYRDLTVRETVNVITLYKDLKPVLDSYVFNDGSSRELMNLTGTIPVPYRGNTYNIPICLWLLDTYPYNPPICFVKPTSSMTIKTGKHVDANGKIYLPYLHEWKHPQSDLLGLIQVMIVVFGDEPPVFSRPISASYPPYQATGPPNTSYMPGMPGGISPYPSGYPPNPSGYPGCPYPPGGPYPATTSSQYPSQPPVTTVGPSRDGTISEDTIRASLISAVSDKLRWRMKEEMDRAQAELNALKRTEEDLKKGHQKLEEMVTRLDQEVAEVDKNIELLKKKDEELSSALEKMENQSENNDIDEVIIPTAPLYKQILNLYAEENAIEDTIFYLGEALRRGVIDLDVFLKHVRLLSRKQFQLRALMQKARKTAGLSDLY
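FP read-out: FITC-PTAP peptide, 50 nM final, binding Tsg101 binding domain, 10 uM final; 20 min, r.t.; 10 mM HEPES pH 7.5, 0.15 M NaCl, 0.01% Tween 20, 3 mM EDTA, 0.1 mM TCEP.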
S-ASM inh = blocks human secretory acid sphingomyelinase; 0.006% of 340,000 active; P17405; placental ASM, HMU-PC fluorogenic substrate, 60 min; Potency, µM (doses to about 57.5 µM), without a hit: top-dose activity change, negative = inhibition, usual class: inhibitors; also: potency is read from the fitted curve at half-maximal effect
Target sequence (P17405 47-631 limits assumed): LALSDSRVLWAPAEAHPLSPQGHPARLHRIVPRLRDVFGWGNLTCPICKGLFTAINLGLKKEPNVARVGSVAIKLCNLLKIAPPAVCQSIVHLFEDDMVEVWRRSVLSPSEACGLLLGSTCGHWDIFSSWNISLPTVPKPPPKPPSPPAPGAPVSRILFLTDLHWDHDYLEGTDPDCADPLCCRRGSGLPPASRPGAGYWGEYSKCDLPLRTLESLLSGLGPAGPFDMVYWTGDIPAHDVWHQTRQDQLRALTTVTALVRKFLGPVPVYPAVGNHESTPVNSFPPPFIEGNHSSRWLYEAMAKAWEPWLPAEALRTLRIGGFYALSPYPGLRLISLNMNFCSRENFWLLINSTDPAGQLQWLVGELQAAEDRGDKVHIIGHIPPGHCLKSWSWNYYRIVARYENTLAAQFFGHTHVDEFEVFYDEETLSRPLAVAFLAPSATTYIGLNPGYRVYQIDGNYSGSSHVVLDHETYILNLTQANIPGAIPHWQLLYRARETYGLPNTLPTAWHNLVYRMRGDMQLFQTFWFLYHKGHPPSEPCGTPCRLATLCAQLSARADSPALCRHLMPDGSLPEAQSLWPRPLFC
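Human placenta-derived ASM preincubated with compound 10 min at room temperature, then reacted with 9 uM (final) fluorogenic HMU-PC substrate for 60 min at 37 C. Stop solution raises pH to 10; fluorescence read at Ex 386/Em 447 nm.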
AT treatment = potential ataxia-telangiectasia treatments restoring KAP-1 phosphorylation | […] A-T fibroblasts, KAP-1 phosphorylation AlphaLISA; neocarzinostatin DNA damage 30 min before lysis | Potency, µM (highest dose often 57.5 µM), without a hit: at the top dose activation, hits mostly activators | 0.19% of 320,000 active; also: potency is read from the fitted curve at half-maximal effect; % of control where 0% means no effect; nearly all actives have a fitted effect of over 45% in size
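ATM-like activity read as KAP-1 phosphorylation via AlphaLISA donor/acceptor antibody pairs after lysis and 6 hr at 25C. Cells were ATM-null patient fibroblasts ([…], hTERT), dosed 60 min, then exposed to the DSB inducer NCS for 30 min.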
TSHR antagonist = human thyrotropin receptor antagonism; activity change, negative = inhibition, % at 11.5 µM; 0.2% of 330,000 active; TSHR-expressing cells, TSH-stimulated cAMP HTRF, 2 h; hits give low values; P16473; AID 504810;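 active = activity change below a set negative limit, meaning inhibition stronger than a set level, cut at about -70% in these data; inconclusive = activity change between two set negative limits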; also: % is scaled to controls: 0 for no effect and ±100 for the full control effect
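Inhibition of cAMP made by TSHR-expressing cells under TSH stimulation (4nM final, EC80; 2 h, 37 deg C) is quantified with a one-step lysis HTRF kit, anti-cAMP cryptate versus cAMP-d2.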
TCR activator = T cell receptor activation; primary human leukocytes, anti-CD3, IL-2 HTRF, 48 h; Potency, µM (doses to about 9.22 µM), for inactives: at the highest dose activation of IL-2 secretion, usual class: activators; 330,000 tested, under 10 active; also: % of control where 0% means no effect
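Readout: HTRF IL-2, Eu-cryptate/d2 antibody pair, 320nm excitation, 665nm emission. Stimulus: a-CD3 beads, no co-stimulation. Cells: primary human leukocytes. Exposure: 48 hr with compound.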
Mito fusion yeast = blocks mitochondrial division or promotes mitochondrial fusion. Potency, µM (top dose mostly 46.1 µM), for the others: top-dose growth rescue (activation), usual class: activators. 0.23% of 320,000 active. S. cerevisiae fusion-defective mutant growth rescue, CellTiterGlo 48 h;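 also: potency is read from the fitted curve at half-maximal effect; % of control where 0% means no effect; nearly all actives have a fitted effect of over 45% in size; temperature-sensitive fusion mutants such as fzo1-1 at 37 °C on non-fermentable ethanol glycerol medium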
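Growth-rescue viability read-out: after 48 h at the non-permissive 37C in glycerol/ethanol YPEG, yeast mitochondrial fusion mutants are measured by CellTiterGlo luminescence; compounds (23 nl pinned per well) restoring growth score as division inhibitors or fusion activators.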
CXXC DNA block = inhibitors of human MLL CXXC domain-DNA interaction; Q03164; MLL-CXXC / FITC-HOXA9 DNA fluorescence polarization; Potency, µM (highest dose often 115 µM), without a hit: at the highest dose activity change, negative = inhibition, hits mostly inhibitors; 0.037% of 290,000 active; active = well fitted inhibition curve with a large enough effect in the polarisation, with a control signal flat, not every such curve was filed as active; inconclusive = small, poorly fitted or top-dose-only effect, or effect the other way, or a change in a side signal; inactive = no such curve, though single readings can be large or run the other way; the % refers to the polarisation; also: potency is read from the fitted curve at half-maximal effect
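Purified MLL-CXXC (added from a 7 uM solution) was preincubated 5 min at ambient with pinned compounds in 50 mM Tris-HCl pH 7.5, 50 mM NaCl, 1 mM DTT, 0.05% BSA. Fluorescein-labeled HOX-A9 DNA (50 nM solution) followed, 30 min, then polarization read.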
MBNL1 CUG block = blocks human MBNL1 binding to CUG repeat RNA | 0.036% of 280,000 active | Potency, µM (series often up to 57.5 µM), for the others: top-dose activity change, negative = inhibition, hits mostly inhibitors | TR-FRET MBNL1-His/biotin-(CUG)12 binding, 665/545 ratio; active = well fitted inhibition curve with a large enough effect in the signal ratio, with a control signal flat, not every such curve was filed as active; inconclusive = small, poorly fitted or top-dose-only effect, or effect the other way, or a change in a side signal; inactive = no such curve, though single readings can be large or run the other way; the % refers to the signal ratio; also: potency is read from the fitted curve at half-maximal effect; % is scaled to controls: 0 for no effect and ±100 for the full control effect
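Inhibition of protein-RNA binding appears as loss of TR-FRET between terbium anti-His antibody on MBNL1-His and streptavidin-XL665 on biotin-(CUG)12. Activity is normalized to buffer-only and uninhibited-complex controls.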
An asterisk follows results filed as active; ? = inconclusive; / = no result given; [ ] = another dose, or the depositor's remark. Unless noted, calls follow the shape of the dose curve; as a rule, active = well fitted curve in the direction sought with a large enough effect; inconclusive = small, poorly fitted or top-dose-only effect, or another doubt; inactive = no such curve, though single readings can be large; an effect the other way counts as inactive or inconclusive.

SMILES	a7 integrin act	Menin MLL FP TR	PTAP TSG101 blk	S-ASM inh	AT treatment	TSHR antagonist	TCR activator	Mito fusion yeast	CXXC DNA block	MBNL1 CUG block
O=C(CSCc1c(Cl)cccc1Cl)N1CCOCC1	17%	-4%	2%	-1%	-4%	-11	6%	7%	3%	4%
CCCCOc1ccc(C(=O)N(C)CC(=O)Nc2ccc(C)cc2)cc1	40%	3%	-3%	-1%	3%	1	3%	-1%	-11%	-3%
O=C(Nc1ccncc1)C1CC(=O)N(Cc2ccccc2)C1 (configuration not stated)	18%	/	-1%	2%	/	/	-2%	/	/	/
Cc1ccccc1Nc1cc(C)c2c(O)cccc2n1	-5%	-12%	-1%	-1%	11%	-3	0%	7%	23%	-1%
CN1CCN(CC(=O)Nc2nc(-c3c[nH]c4ccccc34)cs2)CC1	-47%[inhibitor]	-1%	-1%	-4%	-2%	4	11%	-4%	?	/
CCOc1ccccc1-n1c(SCC(=O)N2CCCc3ccccc32)nnc1-c1cccnc1	5%	-21%	-1%	0%	5%	2	2%[46.1 µM]	-1%	6%	/
Cc1nn(Cc2ccccc2)c(C)c1N	0%	-6%	-1%	6%	1%	11	-1%[46.1 µM]	-29%	12%	-19%[11.5 µM]
O=C(Nc1cccc(S(=O)(=O)N2CCCC2)c1)c1cncc(Br)c1	-7%	/	-6%	-9%	5%	-16	/	/	/	/
COc1ccc(-c2noc(CCCC(=O)Nc3ccc(C(N)=O)cc3)n2)cc1	-10%	?	-6%	-3%	1%	-5	-2%	3%	5%	-9%
O=C(C1CC1c1ccccc1)N1CCN(c2cccc(Cl)c2)CC1 (configuration not stated)	5%	?	-2%	-4%	/	-25	-7%	26%	4%	-8%
O=C(NN1C(=O)NC2(CCCCC2)C1=O)c1cc2ccccc2o1	-8%	/	0%	3%	5%	5	1%	-1%	/	/
Cc1onc(-c2ccccc2Cl)c1C(=O)Nc1nnc(-c2ccc(F)cc2)s1	20%	5%	3%	-17%	8%	-14	1%[46.1 µM]	?	-5%	23%
CCN(c1ccccc1)S(=O)(=O)c1ccc(C(=O)Nc2ncccc2O)cc1	1%	/	0%	-1%	14%	-13	-2%	5%	6%	7%
CCOC(=O)C1CCN(C(=O)COC(=O)CSc2ccc([N+](=O)[O-])cc2)CC1	16%	/	-4%	1%	7%	-5	-1%	-9%	/	/
O=C1CCC(C(=O)OCC(=O)N2N=C3/C(=C/c4ccccc4)CCCC3C2c2ccccc2)N1 (configuration not stated)	10%[7.66 µM]	-10%	-4%	-8%	9%	7	3%	10%	-4%	2%
Cc1ccc(NC(=S)NC(=O)c2cncc(Br)c2)c(C)c1	0%	/	0%	-5%	/	/	-6%	/	/	/
COc1ccc(NC(=S)SC)cc1OC	18%	6%	0%	10%	0%	10	6%[46.1 µM]	-6%	?	/
Cc1cc(NC(=O)CSc2nc(C3CC3)nc3sc(C)c(C)c23)no1	-5%	-26%	1%	0%	1%	-2	2%	-5%	27%	10%
CCCc1ccc(S(=O)(=O)N/N=C(/C)c2ccc3c(c2)OCO3)cc1	-20%	30%[activator]	-2%	-18%	0%	-9	-4%	5%	-2%	2%
O=C(CCCSc1ccc(Cl)cc1)Nc1cc(S(=O)(=O)N2CCOCC2)ccc1O	-15%	/	0%	?	-1%	-18	-5%	0%	/	/
Cc1cc(=O)oc2c(C)c(OCC(=O)N3CCN(C(=O)C4COc5ccccc5O4)CC3)ccc12 (configuration not stated)	-17%	/	3%	-3%	-10%	1	-12%	0%	77%[activator]	-6%
COc1ccc(NC(=O)c2cc(-c3cccnc3)nc3c(C)c(C)ccc23)c(OC)c1	-21%	7%	0%	-1%	3%	-17	0%	1%	5%	-14%
CC(C)CCN1C(=O)c2ccc(C(=O)Nc3c[nH]c(=O)[nH]c3=O)cc2C1=O	27%	2%	-6%	-1%	4%	8	-85%	-2%	-4%	?
O=C(N/N=C/c1cccnc1)c1ccc(S(=O)(=O)N2CCCCCC2)cc1	3%	/	-6%	1%	-6%	-12	-6%	-6%	-3%	9%
COc1ccc(N2CCCC2)c(NC(=O)c2ccc([N+](=O)[O-])o2)c1	7.9µM*	24%	-1%	-8%	6%	-7	7%	0%	13%	?

Part of the list above, bar-delimited:
Molecule | a7 integrin act | Menin MLL FP TR | PTAP TSG101 blk | S-ASM inh | AT treatment | TSHR antagonist | TCR activator | Mito fusion yeast | CXXC DNA block | MBNL1 CUG block
O=C(NN1C(=O)NC2(CCCCC2)C1=O)c1cc2ccccc2o1 | -8% | / | 0% | 3% | 5% | 5 | 1% | -1% | / | /
CCCCOc1ccc(C(=O)N(C)CC(=O)Nc2ccc(C)cc2)cc1 | 40% | 3% | -3% | -1% | 3% | 1 | 3% | -1% | -11% | -3%
O=C(CCCSc1ccc(Cl)cc1)Nc1cc(S(=O)(=O)N2CCOCC2)ccc1O | -15% | / | 0% | ? | -1% | -18 | -5% | 0% | / | /
Cc1cc(=O)oc2c(C)c(OCC(=O)N3CCN(C(=O)C4COc5ccccc5O4)CC3)ccc12 (configuration not stated) | -17% | / | 3% | -3% | -10% | 1 | -12% | 0% | 77%[activator] | -6%
O=C1CCC(C(=O)OCC(=O)N2N=C3/C(=C/c4ccccc4)CCCC3C2c2ccccc2)N1 (configuration not stated) | 10%[7.66 µM] | -10% | -4% | -8% | 9% | 7 | 3% | 10% | -4% | 2%

Carrying on:
SMILES	a7 integrin act	Menin MLL FP TR	PTAP TSG101 blk	S-ASM inh	AT treatment	TSHR antagonist	TCR activator	Mito fusion yeast	CXXC DNA block	MBNL1 CUG block
CC1Cc2ccccc2N1C(=O)C1CCCN1S(=O)(=O)c1ccc(Cl)cc1 (configuration not stated)	24%	12%	3%	-1%	-4%	10	-1%	-1%	0%	8%
CCOC(=O)/C(C#N)=C1/C=CN(C)C(C)=N1	2%	0%	-3%	3%	3%	25	17%	-3%	-5%	-3%
Cn1nc(C(=O)Nc2ccc(S(=O)(=O)NCc3ccco3)cc2)c2ccccc2c1=O	-1%	/	-4%	-16%	8%	-11	-9%	6%	-6%	9%
CC(C)Cn1c(N)c(C(=O)CSc2cc(Cl)ccc2Cl)c(=O)n(C)c1=O	/	37%[activator]	/	/	-3%	-10	-3%[46.1 µM]	3%	28%	-18%
COc1ccc(NC(=O)CN(C)C(=O)/C=C/c2cn(-c3ccccc3)nc2-c2ccc(C)cc2)cc1	-11%	/	-4%	-9%	-17%	22	2%	15%	/	/
COC(=O)c1cc(-c2cccs2)[nH]n1	0%	?	-5%	8%	2%	41	1%	-1%	3%	-3%
CCCC1(c2ccccc2)NC(=O)N(CC(=O)NCc2ccc(OC)cc2)C1=O (configuration not stated)	6%	12%	-5%	4%	0%	9	-2%	-1%	10%	-5%
CC(=O)Nc1ccc(C(=O)CSc2nnc(-c3ccc(O)cc3)n2CC2CCCO2)cc1 (configuration not stated)	10%	3%[11.7 µM]	-1%	-4%	6%	-6	1%	0%	-3%	-17%
Cc1oc(-c2cccc(Cl)c2)nc1CN1CCC(C(=O)NC2CC2)CC1	?	1%	-4%	0%	-3%	-1	1%	-2%	6%	-2%
CCOC(=O)c1nn(-c2ccc(C)cc2)c(=O)cc1OCC(=O)Nc1ccc(OC)cc1	-13%	/	0%	-1%	-5%	-9	-2%	9%	/	/
CCOC(=O)C1=C(C)NC2=C(C(=O)CCC2)C1c1ccc(N(C)C)cc1 (configuration not stated)	-5%	-11%	-1%	26%	-2%	-6	-13%	-4%	4%	4%

Whole records from above:
CC(C)Cn1c(N)c(C(=O)CSc2cc(Cl)ccc2Cl)c(=O)n(C)c1=O reads a7 integrin act = /; Menin MLL FP TR = 37%[activator]; PTAP TSG101 blk = /; S-ASM inh = /; AT treatment = -3%; TSHR antagonist = -10; TCR activator = -3%[46.1 µM]; Mito fusion yeast = 3%; CXXC DNA block = 28%; MBNL1 CUG block = -18%
COc1ccc(NC(=O)CN(C)C(=O)/C=C/c2cn(-c3ccccc3)nc2-c2ccc(C)cc2)cc1 reads a7 integrin act = -11%; Menin MLL FP TR = /; PTAP TSG101 blk = -4%; S-ASM inh = -9%; AT treatment = -17%; TSHR antagonist = 22; TCR activator = 2%; Mito fusion yeast = 15%; CXXC DNA block = /; MBNL1 CUG block = /

Not all compounds are listed; rates above refer to the full screens.
